# ABHD5 PLIN5 PPI: ABHD5-PLIN5 protein interaction inhibition; Split G. princeps luciferase complementation, luminescence, 4 h; inhibition, % at 4 µM; 360,000 tested, 0.78% active; AID 602281;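 active = inhibition above the mean inhibition across every tested compound plus 3 SD, cut at about 22% in these data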;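 note: 0% = DMSO only wells and the 100% control is not disclosed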
# NOD2 RIPK2 PPI: inhibitors of human NOD2-RIPK2 interaction. CHO BLA complementation NOD2-RIPK2, CCF4 ratio. O43353. 360,000 tested, 0.38% active. inhibition, % at 4.98 µM. AID 624267; in the data active = inhibition above about 21%;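 note: 0% = vehicle only and 100% = reference blocker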
# aDG glyco up: increases alpha dystroglycan glycosylation; activation, % at 10 µM; AID 624168; 360,000 tested, 0.22% active; Pro5-aDG cells, alpha-DG glycosylation AlphaScreen (IIH6); 0% Pro5, 100% B10-LARGE cell signal;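 active = activation of at least 8% versus controls, or a plate z-score of at least 8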;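 note: Pro5 are CHO cells carrying HIG-tagged alpha-DG that lacks glycosylation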
# Glyco luc inh: N-linked glycosylation inhibition; D54 ERlucT glycosylation luciferase reporter, 24 h; percent of 100 nM tunicamycin response; AID 588692; reporter increase, % at 12.5 µM; 360,000 tested, 0.23% active;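 active = mean luciferase reporter signal, scaled so untreated is 0 and the glycosylation-blocking control 100, at or above a set limit in every replicate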;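 note: luciferase carries N-glycosylation sites so blocking glycosylation raises the light; 0% = median of neutral control wells and 100% = median of 100 nM tunicamycin wells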
# MC4R antag cAMP: blocks human MC4R cAMP signaling; MC4R-expressing cells, MTII-stimulated cAMP, LANCE TR-FRET; 360,000 tested, 0.48% active; P32245; inhibition, % at 6.5 µM;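 active = inhibition above its plate's cutoff, the mean of tested wells on that plate plus 3 SD, cut at about 29% in these data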;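 note: 0% = Melanotan II alone and 100% = Melanotan II plus saturating MCL0020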
#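 Material – human MC4R-expressing U2OS cells · Repeats – no replicates · Detection – TR-FRET with Eu-cAMP and labeled anti-cAMP, 671 nm · Times – compound 30 min, challenge 1 h, detection 1 h · Compound – single nominal compound dose of 6.5 µM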
# Vif inh: HIV Vif inhibition. inhibition, % at 7.49 µM. 340,000 tested, 0.35% active. HEK293T cells, Vif self-association by quenched fluorescence, imaging, 24 h; in the data active = inhibition above about 50%, passing the limit was not always enough; note: some results filed as inactive read as strong as hits
# MC4R ag barr: activates human MC4R beta-arrestin recruitment; P32245; U2OS MC4R beta-arrestin complementation, luminescence; percent of melanotan II response, DMSO zero; activation, % at 8.9 µM; 360,000 tested, 0.98% active;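 active = activation above a per-plate cutoff, the mean activation of sample wells on that plate plus 3 SD, cut at about 8% in these data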
# TLR9-MyD88 inh: blocks human TLR9 binding to MyD88; Q9NR96+Q99836; CHO BLA complementation TLR9-MyD88, CCF4 FRET ratio; inhibition, % at 4.98 µM; 340,000 tested, 0.21% active; AID 504734;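 active = inhibition above the mean over all tested compounds plus 3 SD, cut at about 21% in these data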;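 note: 0% = DMSO only wells and 100% = clavulanate BLA inhibitor control wells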
# Granule exo inh: lytic granule exocytosis inhibition. TALL-104 LAMP-1 surface exposure, flow cytometry; cells stimulated with thapsigargin and PMA. inhibition, % at 10 µM. 360,000 tested, 0.66% active. AID 651702;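 active = inhibition above about 55%, limit read from the data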
# ABCB6 inh 2: human ABCB6 transporter inhibition. Q9NP58. K562-ABCB6 porphyrin accumulation, flow cytometry, 1 h; active compounds read low. fluorescence ratio to DMSO, % at 10 µM. 360,000 tested, 0.19% active. AID 602162;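 active = fluorescence ratio to DMSO below 75%, the collection mean minus 3 SD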;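 note: signal is porphyrin accumulated inside mitochondria; 100% equals median channel fluorescence of DMSO control wells; lower ratio means ABCB6 inhibition with less porphyrin fluorescence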
# Target sequence (Q9NP58 whole entry, looked up): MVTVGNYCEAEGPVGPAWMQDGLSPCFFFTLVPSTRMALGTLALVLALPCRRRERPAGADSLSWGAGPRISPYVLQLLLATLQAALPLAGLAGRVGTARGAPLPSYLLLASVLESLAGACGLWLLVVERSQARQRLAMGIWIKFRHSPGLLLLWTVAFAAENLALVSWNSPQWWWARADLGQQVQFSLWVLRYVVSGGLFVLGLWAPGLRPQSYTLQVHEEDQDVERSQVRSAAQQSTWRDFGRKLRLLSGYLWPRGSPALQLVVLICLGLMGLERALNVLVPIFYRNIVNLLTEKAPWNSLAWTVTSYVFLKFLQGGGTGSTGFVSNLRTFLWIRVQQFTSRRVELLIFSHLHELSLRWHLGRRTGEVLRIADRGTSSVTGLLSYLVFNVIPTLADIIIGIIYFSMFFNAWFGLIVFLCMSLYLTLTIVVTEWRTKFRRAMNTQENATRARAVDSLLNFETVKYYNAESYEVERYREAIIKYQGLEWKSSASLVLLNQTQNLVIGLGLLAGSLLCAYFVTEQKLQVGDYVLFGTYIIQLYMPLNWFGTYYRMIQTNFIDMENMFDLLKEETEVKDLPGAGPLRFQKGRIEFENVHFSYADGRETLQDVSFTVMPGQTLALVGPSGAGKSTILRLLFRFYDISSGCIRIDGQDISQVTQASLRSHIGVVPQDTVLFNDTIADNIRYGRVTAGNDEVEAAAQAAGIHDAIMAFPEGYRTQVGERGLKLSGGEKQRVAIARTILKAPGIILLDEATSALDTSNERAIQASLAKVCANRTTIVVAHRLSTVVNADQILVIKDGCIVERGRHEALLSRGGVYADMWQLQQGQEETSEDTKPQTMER
# * hit, by the source's call; / = no result given.
ABHD5 PLIN5 PPI	NOD2 RIPK2 PPI	aDG glyco up	Glyco luc inh	MC4R antag cAMP	Vif inh	MC4R ag barr	TLR9-MyD88 inh	Granule exo inh	ABCB6 inh 2	compound
-6.5	-11.3	0.2	1.8	0.9	-2.2	-0.4	0.0	6.0	98.0	Cc1ccc(C(=O)c2c3ccccc3[n+]([O-])n2CCO)cc1
-6.9	17.1	-0.1	-1.4	7.8	-1.2	1.1	15.2	-2.2	96.0	CCOC(=O)c1c(NC(=O)CN2CCCc3ccccc32)sc(C)c1CC
6.8	-2.7	-0.1	-0.6	18.9	6.8	-2.8	2.1	-2.1	106.0	O=C(CNC(=O)c1ccccc1)NCC(=O)OCC(=O)c1ccccc1
8.2	5.8	0.0	-2.9	-0.9	6.8	0.0	-5.3	1.9	102.0	COc1cccc(Nc2ncccc2C(=O)Nc2ccccc2)c1
5.0	-3.3	-0.1	0.2	9.8	-1.4	-0.5	-1.8	-2.2	92.0	O=C(NC(C(=O)c1ccccc1)N1CCCCCC1)c1ccco1 (stereo unspecified)
-4.9	5.1	0.0	-2.3	-1.9	21.3	-2.3	0.6	-0.9	102.0	CC1CCCC(C)N1C(=O)CSc1nnnn1-c1cccc2c1CCCC2 (stereo unspecified)
5.1	1.1	0.2	1.3	-8.1	1.3	2.2	-0.5	2.3	101.0	CC(C)(C)C(=O)/C=C(\N)c1ccccn1
-2.6	1.8	-0.1	0.8	5.9	3.7	0.8	8.1	11.2	102.0	Nc1ncnc2c1C(c1ccccc1)c1c(ccc3ccccc13)O2 (stereo unspecified)
2.5	-6.7	-0.1	0.9	7.8	0.4	-1.2	-4.8	-3.8	97.0	CCOc1ccc(NC(=O)C2CC(=O)OC2c2ccccc2)cc1 (stereo unspecified)
-6.2	-9.0	0.0	/	/	/	/	/	0.7	97.0	C#CCNC(=O)C[C@@H]1C[C@@]2(C(=O)OCC)CCC=C2N(Cc2ccc(Cl)cc2Cl)C1=O
-3.9	9.4	0.1	1.2	-6.4	28.3	0.8	-7.8	-0.4	103.0	CN(C)c1ccc(CNC(=O)CCS(=O)(=O)c2ccc3c(c2)n(C)c(=O)c(=O)n3C)cc1
-1.8	1.5	0.0	0.6	1.0	-6.8	-0.8	0.5	-2.2	94.0	CCCCN(C(=O)c1ccccc1OCc1ccc(F)cc1)c1c(N)n(CC(C)C)c(=O)[nH]c1=O
-5.6	-7.4	-0.2	-1.2	-2.0	3.9	-2.5	7.5	1.0	101.0	O=S(=O)(Nc1ccc(-c2cn3c(n2)SCC3)cc1)c1ccccc1F
0.1	-6.7	0.3	2.5	13.5	-12.6	0.0	0.2	-1.9	94.0	O=S(=O)(c1ccccc1)c1cc(O)ccc1O
-2.2	2.8	0.3	-1.1	-2.6	-2.5	-0.1	-4.8	8.2	110.0	Cc1nc(-c2ccccc2)nc2sc(C(=O)c3ccc(F)cc3)c(N)c12
-3.8	1.3	-0.5	-1.2	13.7	7.3	-0.3	4.0	-1.2	103.0	Cc1ccc(N2C(=O)C3C(C2=O)C2C=CC3C23CC3)c([N+](=O)[O-])c1 (stereo unspecified)
-2.9	0.1	-0.1	1.8	9.9	-35.2	-1.0	6.5	0.1	96.0	CCC(C)[C@H](NC(=O)NCc1cccc(OC)c1)C(=O)OC (stereo partly specified)
1.2	-13.1	0.1	0.4	18.3	/	0.3	-10.7	11.8	101.0	CC(C)N(C(=O)COC(=O)[C@@H]1CC(O)CN1S(=O)(=O)c1ccccc1[N+](=O)[O-])C(C)C (stereo partly specified)
-4.8	5.5	0.0	4.0	11.8	-1.5	-1.3	4.3	9.6	96.0	CCOc1ccc2nc(NC(=O)C(NS(=O)(=O)c3cccc4nsnc34)C(C)C)sc2c1 (stereo unspecified)
-1.9	1.9	0.3	0.4	15.4	-3.7	-0.1	-4.3	39.1	98.0	Cc1ccc(OCCNC(=O)c2ccc(NC(=O)CC3SC(N4CCCC4)=NC3=O)cc2)cc1 (stereo unspecified)
0.3	0.1	0.0	2.2	2.5	11.5	-1.8	-8.2	-15.4	102.0	CCN(CC)C(=O)c1ccccc1NS(=O)(=O)c1ccc(OC)c(C(=O)N2CCOCC2)c1
1.6	0.1	-0.4	1.8	1.2	15.7	-1.3	0.1	-0.9	101.0	COC(=O)C(CCCN1C(=O)c2ccccc2C1=O)(NC(C)=O)c1nnn(C)n1 (stereo unspecified)
-3.9	4.9	-0.2	-0.5	0.5	24.4	-0.3	0.1	-12.0	95.0	CCC(Sc1nc(-c2ccccc2)c(-c2ccccc2)[nH]1)C(=O)O (stereo unspecified)
0.4	9.4	-0.2	0.3	-2.7	4.0	-2.4	12.6	0.3	97.0	COC(C(=O)Nc1cccc(F)c1)c1ccccc1 (stereo unspecified)
-9.2	-7.2	0.3	-3.7	6.0	-9.0	4.3	1.3	-0.9	91.0	Cc1cccc(CCNS(=O)(=O)c2ccc(S(=O)(=O)NC3CCCC3)cc2)c1

# Four structures already listed, sorted by number of heavy atoms, ascending:
ABHD5 PLIN5 PPI	NOD2 RIPK2 PPI	aDG glyco up	Glyco luc inh	MC4R antag cAMP	Vif inh	MC4R ag barr	TLR9-MyD88 inh	Granule exo inh	ABCB6 inh 2	compound
0.1	-6.7	0.3	2.5	13.5	-12.6	0.0	0.2	-1.9	94.0	O=S(=O)(c1ccccc1)c1cc(O)ccc1O
-6.5	-11.3	0.2	1.8	0.9	-2.2	-0.4	0.0	6.0	98.0	Cc1ccc(C(=O)c2c3ccccc3[n+]([O-])n2CCO)cc1
2.5	-6.7	-0.1	0.9	7.8	0.4	-1.2	-4.8	-3.8	97.0	CCOc1ccc(NC(=O)C2CC(=O)OC2c2ccccc2)cc1 (stereo unspecified)
1.2	-13.1	0.1	0.4	18.3	/	0.3	-10.7	11.8	101.0	CC(C)N(C(=O)COC(=O)[C@@H]1CC(O)CN1S(=O)(=O)c1ccccc1[N+](=O)[O-])C(C)C (stereo partly specified)

# (further entries)
ABHD5 PLIN5 PPI	NOD2 RIPK2 PPI	aDG glyco up	Glyco luc inh	MC4R antag cAMP	Vif inh	MC4R ag barr	TLR9-MyD88 inh	Granule exo inh	ABCB6 inh 2	compound
-2.6	-4.4	-0.1	-1.9	8.4	4.3	11.5*	-3.2	-1.7	97.0	O=C(COc1ccc2c(c1)CCC2)NCc1ccc(Cl)cc1
-3.2	3.7	0.0	-1.6	9.2	6.6	-1.5	-7.7	5.8	103.0	CCN(C(=O)CCS(=O)(=O)c1ccc(Br)cc1)c1ccc2c(c1)OCO2
-6.5	-15.1	0.6	5.7	-4.9	-1.7	0.0	2.3	3.2	98.0	CCC1Sc2ccc(S(=O)(=O)CCC(=O)NCc3cccs3)cc2NC1=O (stereo unspecified)
0.6	-4.0	0.2	1.4	4.1	-7.2	-0.2	-7.5	-0.3	95.0	O=C1CC[C@H](O)CCN1CCSc1ccc(Br)cc1
-1.6	-6.7	0.1	-0.4	0.1	10.8	-1.4	-3.7	-0.6	104.0	CCC1CCCCN1S(=O)(=O)Cc1ccccc1Cl (stereo unspecified)
-6.1	3.2	-0.1	1.5	5.5	-2.1	-2.3	0.0	-4.7	104.0	CCOC(=O)c1ccc(NC(=O)CNC(=O)c2ccco2)cc1
-3.4	-1.0	-0.1	0.2	6.9	16.7	0.6	-2.7	0.6	105.0	O=C(CSc1c[nH]c2ccccc12)N1CCOCC1
-2.9	0.2	0.0	-0.7	3.8	2.3	-2.9	1.4	-2.5	96.0	CC(C)NC(=O)CSc1nnc(COc2ccccc2Cl)o1
-2.1	3.6	0.0	-1.2	-3.0	18.6	-0.6	6.4	-2.5	100.0	Cc1cccnc1NC(=S)NC(=O)/C=C/c1ccccc1
-1.2	0.8	0.2	-0.7	12.0	-3.6	6.1	-3.6	0.2	94.0	CCCCc1ccc(NC(=S)NCc2ccc(OC)cc2)cc1
3.7	4.6	-0.1	-0.2	6.6	1.2	-2.7	-1.7	-0.4	99.0	O=C(COc1ccc(S(=O)(=O)Nc2ccccc2)cc1)NCc1ccncc1
-1.1	5.0	-0.2	2.3	-6.8	-1.1	-2.1	-1.6	-1.6	100.0	O=C(CCNc1n[nH]c(=O)[nH]c1=O)N/N=C/c1ccccc1Br
-6.7	0.5	-0.1	1.2	-2.6	6.0	-1.1	7.6	3.2	96.0	COc1cccc(/C=C2\N=C(c3c(-c4ccccc4)noc3C)OC2=O)c1
3.9	-3.1	-0.1	3.2	10.3	4.6	-1.0	-8.1	-1.6	99.0	O=C(Nc1ccccc1Br)C(=O)N1CCCC1
0.3	-3.5	0.0	-0.8	15.0	11.8	-0.8	1.1	8.5	103.0	COc1ccccc1-c1ccc(=O)n(CC(=O)NCc2cccs2)n1
4.4	-2.9	1.1	-1.3	-2.8	1.1	4.9	2.1	0.7	99.0	CCC(C)NC(=S)NNC(=O)c1ccncc1 (stereo unspecified)
17.8	21.9*	0.1	1.6	0.8	3.7	-2.4	-2.7	11.6	99.0	O=C1CCCN1CCC1CCN(C2CC(=O)N(c3ccc(Cl)cc3)C2=O)CC1 (stereo unspecified)
1.6	-8.5	-0.1	0.4	0.9	7.2	-1.2	6.5	3.4	95.0	O=C(NC1CCCC1)C1c2ccccc2C(=O)N1CCCN1CCOCC1 (stereo unspecified)
3.8	-2.2	0.2	2.4	-0.3	-0.4	9.8*	4.1	-2.2	90.0	O=C(COC(=O)c1cccc(S(=O)(=O)N2CCCCCC2)c1)NCc1ccc(Cl)cc1
-5.5	1.0	-0.2	-0.3	-8.6	5.4	0.3	0.5	-0.4	92.0	CCCCn1nc2cc(C(=O)NCCc3cccs3)ccc2c1OCC
-1.9	7.7	-0.2	2.0	16.8	0.2	-2.8	-4.5	-2.3	96.0	Cc1ccc2nccc(C(=O)N3CCCC(Nc4ccc(F)cc4)C3)c2c1 (stereo unspecified)
-1.4	1.0	-0.1	-0.7	0.1	-6.6	4.2	4.7	2.4	106.0	Cc1ccc(N2CCN(C(=S)Nc3ccc(Cl)cc3)CC2)cc1
0.8	-1.2	0.0	-0.9	11.6	-2.2	-1.5	-0.8	-0.3	101.0	CCC(CC)C(=O)Nc1c2c(nn1-c1ccc(OC)cc1)CS(=O)(=O)C2
-4.5	7.8	0.0	1.1	4.4	1.9	-0.6	-2.9	5.8	104.0	COc1cc(OC)cc(C(=O)NC(=S)Nc2nc(-c3cc4ccccc4o3)cs2)c1
4.5	-1.4	-0.1	0.9	0.3	3.5	-0.4	-2.2	-1.7	96.0	CC(O)(Cc1ccccn1)Cc1ccccn1
-0.1	-3.8	-0.2	-0.8	-3.4	17.0	0.0	-13.3	5.8	101.0	CN=C1c2cc3cc(OC)ccc3n2CCN1C
-8.6	-1.1	0.1	0.6	4.2	-0.8	-1.5	-6.8	-6.7	99.0	CC1CC1C(=O)Nc1nc(-c2cccs2)c(-c2cccs2)s1 (stereo unspecified)
-3.4	1.4	0.4	1.7	4.3	4.2	11.1*	-8.8	-0.7	96.0	O=C(Nc1ccc(Cl)cc1)OCc1cc(-c2ccccc2Cl)on1

# Marked active in NOD2 RIPK2 PPI, among the entries above:
ABHD5 PLIN5 PPI	NOD2 RIPK2 PPI	aDG glyco up	Glyco luc inh	MC4R antag cAMP	Vif inh	MC4R ag barr	TLR9-MyD88 inh	Granule exo inh	ABCB6 inh 2	compound
17.8	21.9*	0.1	1.6	0.8	3.7	-2.4	-2.7	11.6	99.0	O=C1CCCN1CCC1CCN(C2CC(=O)N(c3ccc(Cl)cc3)C2=O)CC1 (stereo unspecified)

# Screening data (PubChem BioAssay)

# This is a subset; rates above refer to the full screens.
